Bioassay records as filed in PubChem BioAssay.
EphB4 ephrin blk: blocks human EphB4 binding to ephrin-B2. P54760. EphB4 LBD / TNYL-RAW-Alexa532 peptide, fluorescence polarization. inhibition, % at 7 µM. 0.15% of 97,000 active. AID 720;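 active = inhibition above the screen-wide mean inhibition plus 3 SD, cut at about 15% in these data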;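 also: 0% = DMSO wells and 100% = excess unlabeled TNYL-RAW peptide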
PLAP act: human PLAP activation | P05187 | purified PLAP enzyme, luminescent substrate read-out; hits give high values | activation fold at 20 µM | 1.2% of 96,000 active; in the data active = activation fold above about 2
Pyk2 oligo antag: Pyk2 (human) oligomerization antagonism | Q14289 | Q293 cells, Pyk2 FERM NanoBiT luminescence; hits give low values | z-score (the deposit names both 25 µM and 10 µM) | AID 1347419 | 0.83% of 99,000 active;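 active = Z-score of -3 or lower, scaled per plate to the spread of control and sample wells; inactive = z-score above -3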;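 also: negative z-score means lost luminescence so less FERM oligomerization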
CYP2C9 inhib: human CYP2C9 inhibition | 20% of 96,000 active | AID 777 | CYP2C9 Supersomes, luciferin-H conversion, luminescence | inhibition, % at 5 µM;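 active = blocking of liver enzyme CYP2C9 beyond about 50% at 5 µM, limit read from the data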; also: values of inactives mirror those of a sister screen read the other way
Target sequence (P11712 whole entry, looked up): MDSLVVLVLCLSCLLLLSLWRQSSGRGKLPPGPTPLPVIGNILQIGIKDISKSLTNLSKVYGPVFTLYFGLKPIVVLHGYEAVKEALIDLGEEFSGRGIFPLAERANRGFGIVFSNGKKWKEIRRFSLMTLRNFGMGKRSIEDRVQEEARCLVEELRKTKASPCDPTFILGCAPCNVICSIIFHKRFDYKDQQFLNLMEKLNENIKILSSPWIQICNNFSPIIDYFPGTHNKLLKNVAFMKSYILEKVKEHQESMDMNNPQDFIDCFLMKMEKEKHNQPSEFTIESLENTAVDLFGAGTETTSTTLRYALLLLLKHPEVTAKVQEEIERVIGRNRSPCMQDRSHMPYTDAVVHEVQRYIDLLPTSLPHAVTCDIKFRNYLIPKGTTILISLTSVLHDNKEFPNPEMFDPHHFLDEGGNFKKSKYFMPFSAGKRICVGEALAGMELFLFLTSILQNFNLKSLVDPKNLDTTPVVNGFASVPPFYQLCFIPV
PostGolgi yeast: growth inhibition of a yeast mutant, post-Golgi transport screen; post-Golgi transport phenotypic cell assay; inhibition, % at 10 µM; 0.9% of 98,000 active; in the data active = inhibition above about 30%;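 also: yeast cells grown in 1536-well plates; yeast grown about 18 h at 30C before absorbance read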
CYP2C19 inhib: human CYP2C19 inhibition | 21% of 96,000 active | AID 778 | CYP2C19 Supersomes, luciferin-H EGE luminescence, 30 min | P33261 | inhibition, % at 5 µM;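 active = CYP2C19 inhibition above a set limit at 5 µM in the primary screen, cut at about 50% in these data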;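 also: plate controls were negative control wells for no effect and 2.5 mM tranylcypromine positive control for full effect; values of inactives mirror those of a sister screen read the other way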
Target sequence (P33261 whole entry, looked up): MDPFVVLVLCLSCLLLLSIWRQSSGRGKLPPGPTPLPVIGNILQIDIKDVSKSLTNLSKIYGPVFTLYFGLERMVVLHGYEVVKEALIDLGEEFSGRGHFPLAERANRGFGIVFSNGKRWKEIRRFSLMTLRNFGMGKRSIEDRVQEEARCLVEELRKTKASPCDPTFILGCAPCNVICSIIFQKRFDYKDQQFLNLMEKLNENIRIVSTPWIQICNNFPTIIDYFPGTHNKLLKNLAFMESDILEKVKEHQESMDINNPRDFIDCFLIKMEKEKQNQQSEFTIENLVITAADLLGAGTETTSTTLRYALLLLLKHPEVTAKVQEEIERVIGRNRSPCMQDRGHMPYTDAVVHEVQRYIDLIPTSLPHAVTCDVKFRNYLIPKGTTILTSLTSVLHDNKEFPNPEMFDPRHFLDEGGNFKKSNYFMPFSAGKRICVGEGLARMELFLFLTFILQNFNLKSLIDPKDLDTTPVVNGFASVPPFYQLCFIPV
E coli WT exp: E. coli BW25113 growth inhibition, expanded screen | OD600 absorbance | 0.15% of 98,000 active | growth inhibition, % at 100 µM;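 active = growth inhibition above about 50% at one test dose, limit read from the data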;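 also: growth measured after 20 h incubation at 37 °C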
CYP2C19 act: increases human CYP2C19 enzyme activity | activation factor at 5 µM | 96,000 tested, under 10 active | recombinant CYP2C19, luciferin-H EGE luminescence; hits give high values; 0 = fully inhibited enzyme, 1 = untreated enzyme;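 active = activation factor of at least 2 at 5 µM in the primary screen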;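 also: 0 = wells with 2.5 mM tranylcypromine and 1 = vehicle-only wells; values of inactives mirror those of a sister screen read the other way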
CYP2C9 activ: activators of human CYP2C9; 1.4% of 96,000 active; P11712; AID 1024; activation factor at 5 µM; recombinant CYP2C9, luciferin-H conversion, luminescence; hits give high values; factor 1 = untreated enzyme, 0 = blocked;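 active = activation factor of 2 or more for CYP2C9 at a 5 µM dose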;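 also: 0 = sulfaphenazole-blocked wells and 1 = vehicle-only wells; values of inactives mirror those of a sister screen read the other way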
An asterisk follows results filed as active; x = not tested or not shown.

SMILES | EphB4 ephrin blk | PLAP act | Pyk2 oligo antag | CYP2C9 inhib | PostGolgi yeast | CYP2C19 inhib | E coli WT exp | CYP2C19 act | CYP2C9 activ
Cc1ccccc1OCC(=O)NCCN(C)C | -12 | 1.2 | 0.96 | -17 | -8 | -9 | 0 | 1.1 | 1.2
Cc1ccc(Sc2cc(C(F)(F)F)nc(N(C)C)n2)cc1 | 2 | 1 | -0.3 | -12 | 1 | -16 | 4 | 1.2 | 1.1
CCn1c(SCC(=O)Nc2nccs2)nnc1-c1ccncc1 | 0 | 0.9 | -0.85 | 28 | 4 | 67* | 7 | 0.3 | 0.7
C=CCNc1nc(Cl)nc(Nc2ccc(OC)cc2)n1 | -4 | 0.9 | 0.77 | 2 | -3 | 9 | -9 | 0.9 | 1
O=C(NNC(=O)c1cccc2ccccc12)c1ccco1 | -5 | 1.8 | -0.01 | -44 | 3 | 4 | 5 | 1 | 1.4
Cc1csc(NC(=O)CSc2nnc(-c3ccoc3C)n2Cc2ccco2)n1 | 6 | 1.4 | 0.11 | 88* | 2 | 85* | 4 | 0.2 | 0.1
COc1ccc(C)cc1C(=O)CCC(=O)Nc1ccccc1N1CCOCC1 | 4 | 1.4 | -0.33 | 82* | 4 | 81* | 6 | 0.2 | 0.2
Cc1ccc(S(=O)(=O)NCC(=O)OCC(=O)c2cccs2)cc1 | 2 | 1.2 | 0.35 | -11 | -2 | -15 | -5 | 1.2 | 1.1
Clc1ccc(COc2ccccc2CNCc2cccnc2)cc1 | 8 | 1.7 | 0.28 | 95* | 8 | 97* | 11 | 0 | 0
S=C(Nc1ccc(Cl)cc1)NC1CC2CCCC(C1)N2C1CCCC1 (stereo not drawn) | 3 | 1.5 | 0.82 | -20 | 1 | -15 | -8 | 1.2 | 1.2
CCN1CCN(C(=O)c2sc3nc(C)nc(N4CCC(C)CC4)c3c2C)CC1 | x | 1.4 | 0.85 | 16 | -9 | 20 | 12 | 0.8 | 0.8
O=C(CN1CCC(n2nnc3cc(C(F)(F)F)ccc32)CC1)Nc1ccc2c(c1)OCCO2 | -13 | 1.7 | -1 | 87* | -8 | 82* | 6 | 0.2 | 0.1
O=C(c1c[nH]c2ccc(S(=O)(=O)N3CCOCC3)cc2c1=O)N1CCN(c2ccccn2)CC1 | 5 | 1.4 | -0.07 | 15 | 6 | 11 | 5 | 0.9 | 0.9
CCCCC(=O)Nc1sc2c(c1-c1nc3ccccc3s1)CCN(C(C)=O)C2 | 2 | 1.3 | x | 45 | 10 | 6 | -10 | 0.9 | 0.5
CCN=C1SC(C(=O)NCCc2ccccc2)CC(=O)N1CC (stereo not drawn) | 0 | 1.1 | 2.1 | -29 | 2 | 64* | 0 | 0.4 | 1.3
Oc1ccc2ccccc2c1CNn1cnnc1 | -2 | 1.1 | 0.12 | 2 | 5 | -2 | -7 | 1 | 1
CC1(C)NC(=O)N(CC(O)CN2CCCC2)C1=O (stereo not drawn) | 2 | 0.8 | 0 | -10 | 3 | -6 | 2 | 1.1 | 1.1
CCOC(=O)c1ccc(NCc2ccc(N(C)C)cc2)cc1 | -2 | 0.9 | -0.05 | 4 | -6 | 54* | 1 | 0.5 | 1
COc1ccc2oc(=O)c(C(=O)N3CCN(c4ccccc4)CC3)cc2c1 | 2 | 0.8 | 1.1 | 32 | -4 | 30 | 2 | 0.7 | 0.7
Cc1ccc(-c2nc3ccccc3c(=O)n2CCCN2CCOCC2)cc1 | -4 | 1.2 | -0.77 | -3 | 8 | -11 | 0 | 1.1 | 1
Cc1ccc(NC(=O)CC2SC3=NCCCN3C2=O)c(C)c1 (stereo not drawn) | 3 | 0.8 | -0.19 | -19 | -3 | -1 | 1 | 1 | 1.2
COC(=O)CCN(C(=O)c1ccc2c(c1)OCO2)c1ccccn1 | -3 | 0.9 | 0.48 | 9 | -5 | 94* | 2 | 0.1 | 0.9
CCCn1cnc2c(N)c(C)c(C)cc21 | 1 | 0.8 | 0.54 | -2 | 5 | 47 | 8 | 0.5 | 1
CCOC(=O)c1ccccc1Nc1cn(C(C)=O)c2ccccc12 | -5 | 1.2 | 0.04 | 39 | -4 | 37 | -5 | 0.6 | 0.6
Cc1ccc2cc(CN(Cc3ccc4c(c3)OCO4)Cc3nnnn3Cc3ccco3)c(=O)[nH]c2c1 | -1 | 1.6 | 0.58 | 84* | 11 | 80* | -13 | 0.2 | 0.2
Next section.
SMILES | EphB4 ephrin blk | PLAP act | Pyk2 oligo antag | CYP2C9 inhib | PostGolgi yeast | CYP2C19 inhib | E coli WT exp | CYP2C19 act | CYP2C9 activ
Cc1ccc2nc3c(cc(C(N)=S)c(=N)n3CCCOC(C)C)c(=O)n2c1 | 4 | 1.2 | -0.43 | 49 | 0 | 81* | -5 | 0.2 | 0.5
c1ccc(COc2nsnc2N2CCOCC2)cc1 | 5 | 1.3 | x | 30 | -4 | 98* | 6 | 0 | 0.7
Cc1nnc(SCC(=O)Nc2nsc(-c3ccccc3)n2)s1 | 6 | 1 | -0.24 | 9 | 9 | -2 | -3 | 1 | 0.9
CCn1cnc2c1c(=O)n(Cc1nnc3n1-c1ccccc1SC3)c(=O)n2Cc1ccccc1 | -5 | 1.5 | -0.84 | 25 | 2 | 28 | 6 | 0.7 | 0.8
CCOc1ccc(S(=O)(=O)NCc2ccncc2)cc1 | 4 | 0.9 | 0.36 | 79* | 6 | 100* | -2 | 0 | 0.2
Cc1occc1-c1nnc(SCC(=O)N(C)CCC#N)n1N | -2 | 0.9 | -1.1 | 4 | -1 | 6 | 2 | 0.9 | 1
Cc1ccc(NC(=O)CS(=O)(=O)c2c[nH]c3ccccc23)c(C)c1 | 3 | 0.9 | -0.12 | -38 | 0 | 75* | 2 | 0.3 | 1.4
CC(=O)Oc1ccc(-c2csc(Nc3cccnc3)n2)cc1 | 8 | 1 | -1.4 | -3 | 0 | 16 | -4 | 0.8 | 1
COc1ccc(S(=O)(=O)Nc2nnc(C(C)(C)C)s2)cc1 | 3 | 1.1 | -0.61 | 29 | 3 | 0 | -3 | 1 | 0.7
CCn1cc(CNC(=O)C2C3CCC(C3)C2C(=O)O)cn1 (stereo not drawn) | 4 | 1.2 | -0.7 | 0 | -1 | 0 | -10 | 1 | 1
CCCn1nc(C(=O)NCC(C)(C)N2CCOCC2)c2ccccc2c1=O | -10 | 1.1 | -0.44 | -2 | 11 | 13 | 2 | 0.9 | 1
CCCC[n+]1ccn(-c2nc3ccccc3nc2[N-]S(=O)(=O)c2ccccc2)c1 | 4 | 1.3 | 0.08 | 1 | 2 | -2 | -3 | 1 | 1
O=C(Nc1cc(C(F)(F)F)ccc1N1CCOCC1)C1Cc2ccccc2CN1C(=O)c1ccco1 (stereo not drawn) | 4 | 1.7 | -0.54 | 96* | 1 | 90* | -5 | 0.1 | 0
Cc1cccc(C(=O)NC(=S)Nc2ccc(S(=O)(=O)N3CCCCC3)cc2)c1 | 0 | 0.9 | 0.33 | 44 | 0 | 22 | -8 | 0.8 | 0.6
Cc1ccc(SCC(=O)O/N=C(\N)c2cccc([N+](=O)[O-])c2)cc1 | 7 | 0.7 | 1.1 | 8 | 4 | 4 | 10 | 1 | 0.9
Nc1ccc(Cc2nc3c(ccc4ccccc43)[nH]2)cc1 | 3 | 1 | 1.2 | 33 | -5 | 86* | 7 | 0.1 | 0.7
CCOc1ccc2nc(NC(=O)CSc3ccc(Cl)cc3)sc2c1 | -2 | 0.8 | 0.97 | 63* | 3 | 6 | -6 | 0.9 | 0.4
O=C1c2ccc3c4c(ccc(c24)C(=O)N1c1ccc2ccccc2c1)CC3 | -6 | 1.1 | -0.94 | 11 | -9 | 10 | -13 | 0.9 | 0.9
COc1ccccc1NS(=O)(=O)c1cc(Cl)ccc1OC | x | 1.2 | -0.3 | 48 | 8 | 97* | -3 | 0 | 0.5
Cc1csc(NC(=O)c2ccccc2[N+](=O)[O-])n1 | 5 | 0.9 | -0.4 | 8 | -5 | 5 | 3 | 0.9 | 0.9
CC(=O)c1ccc(OCC(O)CN2C(C)CCCC2C)cc1 (stereo not drawn) | 1 | 1 | x | -11 | -22 | -16 | -4 | 1.2 | 1.1
C=CCN(C(=O)CCC(=O)O)C1CC(=O)N(c2ccc(OCCC)cc2)C1=O (stereo not drawn) | x | 1.4 | 0.55 | 5 | -21 | 9 | 1 | 0.9 | 0.9
COc1ccc(C)cc1Nc1cc(C)nc2nc(C)nn12 | x | 1.6 | x | 7 | 0 | 9 | 12 | 0.9 | 0.9
COc1ccc(CC(=O)Nc2ccc(-c3nnc(-c4ccc(C)cc4)o3)cc2)cc1 | 1 | x | -0.86 | x | 5 | x | -15 | x | x
Cc1cccc(C(=O)Nc2ccc(C(=O)/C=C/c3cccs3)cc2)c1 | 6 | 0.9 | -0.73 | 26 | 6 | -2 | -7 | 1 | 0.7
(list continues)
SMILES | EphB4 ephrin blk | PLAP act | Pyk2 oligo antag | CYP2C9 inhib | PostGolgi yeast | CYP2C19 inhib | E coli WT exp | CYP2C19 act | CYP2C9 activ
CC(C)Oc1ccc(N2CC(C(=O)Nc3ccccc3F)CC2=O)cc1 (stereo not drawn) | 1 | 1.1 | 0.17 | 32 | 19 | -15 | -12 | 1.2 | 0.7
CCC(=O)NCCc1cc2ccc(C)c(C)c2[nH]c1=O | x | 0.9 | x | 3 | -2 | 11 | 6 | 0.9 | 1
CC(=O)N1CCc2cc(S(=O)(=O)NC(Cc3ccccc3)C(=O)Nc3cc(C)ccn3)ccc21 (stereo not drawn) | 1 | 1.4 | -0.74 | 30 | 22 | 10 | -9 | 0.9 | 0.7
O=C(N/C(=C/c1cccs1)c1nc2ccccc2[nH]1)c1ccccc1 | 6 | 0.8 | 0.95 | 22 | -3 | 27 | -11 | 0.7 | 0.8
COC(=O)c1cc2ccsc2n1Cc1nc(-c2ccc(OC)cc2)oc1C | -1 | 1.3 | 0.01 | 59* | -16 | 32 | -22 | 0.7 | 0.4
Cn1c(SCC(=O)N2CCOCC2)nc(O)cc1=O | 3 | 0.8 | 0.32 | 5 | -3 | 0 | -13 | 1 | 0.9
O=C(CC1OC(=O)c2ccccc21)Nc1ccccc1N1CCOCC1 (stereo not drawn) | 5 | 1.5 | 0.09 | 39 | -6 | 30 | -1 | 0.7 | 0.6

Not a retest: an excerpt of the list.
SMILES | EphB4 ephrin blk | PLAP act | Pyk2 oligo antag | CYP2C9 inhib | PostGolgi yeast | CYP2C19 inhib | E coli WT exp | CYP2C19 act | CYP2C9 activ
CC(=O)c1ccc(OCC(O)CN2C(C)CCCC2C)cc1 (stereo not drawn) | 1 | 1 | x | -11 | -22 | -16 | -4 | 1.2 | 1.1
C=CCN(C(=O)CCC(=O)O)C1CC(=O)N(c2ccc(OCCC)cc2)C1=O (stereo not drawn) | x | 1.4 | 0.55 | 5 | -21 | 9 | 1 | 0.9 | 0.9
COc1ccc(C)cc1Nc1cc(C)nc2nc(C)nn12 | x | 1.6 | x | 7 | 0 | 9 | 12 | 0.9 | 0.9
COc1ccc(CC(=O)Nc2ccc(-c3nnc(-c4ccc(C)cc4)o3)cc2)cc1 | 1 | x | -0.86 | x | 5 | x | -15 | x | x
Cc1cccc(C(=O)Nc2ccc(C(=O)/C=C/c3cccs3)cc2)c1 | 6 | 0.9 | -0.73 | 26 | 6 | -2 | -7 | 1 | 0.7
CC(C)Oc1ccc(N2CC(C(=O)Nc3ccccc3F)CC2=O)cc1 (stereo not drawn) | 1 | 1.1 | 0.17 | 32 | 19 | -15 | -12 | 1.2 | 0.7
CCC(=O)NCCc1cc2ccc(C)c(C)c2[nH]c1=O | x | 0.9 | x | 3 | -2 | 11 | 6 | 0.9 | 1
CC(=O)N1CCc2cc(S(=O)(=O)NC(Cc3ccccc3)C(=O)Nc3cc(C)ccn3)ccc21 (stereo not drawn) | 1 | 1.4 | -0.74 | 30 | 22 | 10 | -9 | 0.9 | 0.7
O=C(N/C(=C/c1cccs1)c1nc2ccccc2[nH]1)c1ccccc1 | 6 | 0.8 | 0.95 | 22 | -3 | 27 | -11 | 0.7 | 0.8
